Bcl-B Bim block = inhibitors of Bim-Bcl-B binding, primary screen, biochemical, multiplexed, human Bcl-2 family. inhibition, % at 10 µM. Bcl-2-like protein 10 (Homo sapiens), Q9HD36. actives 0.073% (n = 190,000). bead-based flow cytometry, Bim peptide-Bcl-B binding;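 further: 0% = tracer peptide without compound and 100% = reference inhibitor peptide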
Mcl1 Noxa PPI = Mcl-1/Noxa binding inhibitors, primary screen, biochemical, TR-FRET, 1536-well. actives 1.5% (n = 220,000). inhibition, % at 21.7 µM. TR-FRET Mcl-1/Noxa peptide binding, 2 h;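 active means compounds that cut the protein-peptide binding signal by more than 50% relative to plate controls in a single-dose test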;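 further: His-tagged Mcl-1 with rhodamine Noxa BH3 peptide and terbium anti-His antibody; 0% = Mcl-1 plus Noxa peptide wells and 100% = peptide-only wells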
Bim-Bcl-XL = inhibitors of Bim-Bcl-XL binding, primary screen, biochemical, multiplexed, bead flow cytometry, human Bcl-XL | Bcl-2-like protein 1 (Homo sapiens), Q07817 | Bim peptide-Bcl-XL binding, fluorescence | inhibition, % at 10 µM | actives 0.04% (n = 190,000) | AID 1007, 2008
Target sequence (Q07817 whole entry, looked up): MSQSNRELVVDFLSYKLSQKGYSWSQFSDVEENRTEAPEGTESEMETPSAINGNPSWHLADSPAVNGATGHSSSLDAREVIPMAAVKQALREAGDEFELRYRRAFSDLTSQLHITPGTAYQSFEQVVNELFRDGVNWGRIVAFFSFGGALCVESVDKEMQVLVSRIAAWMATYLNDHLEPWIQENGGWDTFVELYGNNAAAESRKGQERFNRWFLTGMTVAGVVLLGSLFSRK
RGS7-Gao reg = RGS7-Galphao binding modulators, primary screen, biochemical, multiplexed bead flow cytometry; AID 1439, 2008; Guanine nucleotide-binding protein G(o) subunit alpha (Homo sapiens), P09471; binding response (% of control), % at 10 µM; actives 0.35% (n = 220,000); actives lie on both sides; in the data active means binding response below about 49% or above about 150%; inconclusive means no clear call, values can overlap the other calls; inactive means in between;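 further: fluorescent Galphao held in activated GDP-AlF4 state binding bead-coupled RGS7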
Target sequence (P09471 whole entry, looked up): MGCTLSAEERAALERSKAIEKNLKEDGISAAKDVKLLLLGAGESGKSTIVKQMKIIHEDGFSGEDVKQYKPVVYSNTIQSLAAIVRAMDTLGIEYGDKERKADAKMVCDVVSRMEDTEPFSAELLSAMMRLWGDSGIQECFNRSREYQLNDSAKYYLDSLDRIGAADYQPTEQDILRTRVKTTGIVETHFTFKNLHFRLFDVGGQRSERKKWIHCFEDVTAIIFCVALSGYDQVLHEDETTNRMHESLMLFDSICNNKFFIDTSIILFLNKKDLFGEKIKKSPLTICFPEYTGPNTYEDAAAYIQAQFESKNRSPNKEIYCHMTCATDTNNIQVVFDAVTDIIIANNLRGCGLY
Mcl1-Bid inh = Mcl-1/Bid binding inhibitors, primary screen, biochemical, TR-FRET, 1536-well. Induced myeloid leukemia cell differentiation protein Mcl-1 (Homo sapiens), Q07820. TR-FRET Mcl-1/Bid-Dy647 peptide binding. inhibition, % at 21.7 µM. actives 0.97% (n = 220,000);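 active means compounds that cut the binding signal by more than half at the single screening dose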;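 further: His-tagged Mcl-1 with europium anti-His antibody binding Bid BH3 peptide; 0% = Mcl-1 plus peptide wells and 100% = peptide-only wells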
RGS4-Gao reg = modulators of RGS4 binding to Galphao, primary screen, biochemical, multiplexed bead flow cytometry; binding response (% of control), % at 10 µM; Guanine nucleotide-binding protein G(o) subunit alpha (Homo sapiens), P09471; actives 0.33% (n = 220,000); actives lie on both sides; in the data active means binding response below about 49% or above about 150%; inactive means in between;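 further: fluorescent Galphao activated with aluminum fluoride binding bead-coupled RGS4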
Bim-Bfl-1 = inhibitors of Bim binding to Bfl-1, primary screen, biochemical, multiplexed, bead-based flow cytometry; Bcl-2-related protein A1 (Homo sapiens), Q16548; Bim-Bfl-1 binding inhibition; inhibition, % at 10 µM; actives 0.12% (n = 190,000);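 further: 0% = wells without compound plus tracer and 100% = blocker peptide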
Bim-Bcl-2 = inhibitors of Bim-Bcl-2 binding, primary screen, biochemical, multiplexed, human Bcl-2 family | Apoptosis regulator Bcl-2 (Homo sapiens), P10415 | Bead-based flow cytometry, Bim peptide-Bcl-2 binding | inhibition, % at 10 µM | actives 0.06% (n = 190,000) | AID 950, 2007; in the data active means inhibition above about 40%; inconclusive means no clear call, values can overlap the other calls;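 further: 0% = no compound wells with probe peptide and 100% = reference peptide inhibitor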
Target sequence (P10415 whole entry, looked up): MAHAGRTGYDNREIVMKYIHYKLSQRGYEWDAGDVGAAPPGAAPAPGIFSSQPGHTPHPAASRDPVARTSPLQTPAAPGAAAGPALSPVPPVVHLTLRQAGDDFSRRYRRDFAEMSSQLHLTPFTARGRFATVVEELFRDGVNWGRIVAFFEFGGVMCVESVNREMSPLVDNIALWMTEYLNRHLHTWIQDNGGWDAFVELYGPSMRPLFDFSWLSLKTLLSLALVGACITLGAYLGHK
RGS8-Gao reg = RGS8-Galphao binding modulators, primary screen, biochemical, multiplexed bead flow cytometry. response (percent of control binding), % at 10 µM. Guanine nucleotide-binding protein G(o) subunit alpha (Homo sapiens), P09471. actives 0.34% (n = 220,000). actives lie on both sides; in the data active means response below about 60% or above about 140%; inactive means in between;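 further: Galphao activated as the GDP aluminium fluoride complex binding bead-coupled RGS8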
Bim-Mcl-1 = inhibitors of Bim peptide binding to Mcl-1, primary screen, biochemical, bead-based flow cytometry, multiplex | Bim peptide-Mcl-1 binding | Induced myeloid leukemia cell differentiation protein Mcl-1 (Homo sapiens), Q07820 | inhibition, % at 10 µM | actives 0.1% (n = 190,000) | AID 1009, 2008;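 further: 0% = no compound tracer wells and 100% = peptide blocker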
Bcl-W Bim block = inhibitors of Bim binding to Bcl-W, primary screen, biochemical, multiplexed, bead-based flow cytometry. actives 0.02% (n = 190,000). Bcl-2-like protein 2 (Homo sapiens), Q92843. Bim peptide-Bcl-W binding. inhibition, % at 10 µM;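 further: 0% = bound tracer without compound and 100% = peptide blocker; higher means less fluorescent Bim peptide bound to Bcl-W beads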
Target sequence (Q92843 whole entry, looked up): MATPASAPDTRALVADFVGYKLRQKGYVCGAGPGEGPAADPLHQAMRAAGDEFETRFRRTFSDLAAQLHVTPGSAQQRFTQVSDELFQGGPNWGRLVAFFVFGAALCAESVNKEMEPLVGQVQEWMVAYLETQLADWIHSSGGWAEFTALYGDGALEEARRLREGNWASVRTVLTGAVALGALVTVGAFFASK
The depositor's hits bear a star; u = inconclusive; x = not tested or not shown. Unless noted, no stated cut-off is given here; in the data, active means inhibition above about 40%.

SMILES | Bcl-B Bim block | Mcl1 Noxa PPI | Bim-Bcl-XL | RGS7-Gao reg | Mcl1-Bid inh | RGS4-Gao reg | Bim-Bfl-1 | Bim-Bcl-2 | RGS8-Gao reg | Bim-Mcl-1 | Bcl-W Bim block
NCCNC(=O)Cc1cccc(NC(=O)Cc2ccc(Nc3ncnc4c3ncn4[C@@H]3O[C@H](CO)[C@@H](O)[C@H]3O)cc2)c1 | x | 11.9 | x | u | -50.8 | 99.4 | x | x | 95.2 | x | x
CCc1cc2c(SCC(=O)Nc3ncc(Cl)c(C)c3Cl)ncnc2s1 | -5.0 | -1.5 | -4.0 | 99.2 | -33.7 | 100.5 | -2.0 | 1.0 | 100.1 | -4.0 | -4.0
O=C(CCCOc1ccc(Cl)cc1Cl)NCc1ccncc1 | -2.0 | 2.4 | 0.0 | 141.2 | -18.9 | 101.8 | -5.0 | -5.0 | 100.5 | 0.0 | 0.0
CC1(C)O[C@@H]2C[C@H]3[C@@H]4C[C@H](F)C5=CC(=O)CC[C@]5(C)[C@H]4[C@@H](O)C[C@]3(C)[C@]2(C(=O)CO)O1 | -6.0 | 5.7 | -6.0 | x | 1.2 | x | -4.0 | -3.0 | x | -6.0 | -2.0
CC(=O)Nc1cc2c(cc1C(=O)c1ccc(C)cc1)OCCO2 | -8.0 | 12.4 | -13.0 | 101.0 | -22.6 | 102.7 | -11.0 | -8.0 | 102.8 | -1.0 | 2.0
Cc1ccc(S(=O)(=O)Nc2ccc(NC(=O)Nc3cccc(C(F)(F)F)c3)cc2)cc1 | 5.0 | 12.9 | 4.0 | 93.1 | -8.9 | 95.2 | 6.0 | 1.0 | 97.8 | 0.0 | 2.0
Cc1ccc(S(=O)(=O)C(C#N)c2nc3ccccc3nc2N2CCCC2)cc1C (centres undefined) | -12.0 | 24.0 | -7.0 | 105.4 | 3.6 | 98.0 | 6.0 | -2.0 | 96.6 | -3.0 | -3.0
COc1cc(NC(=S)N2CCC(C(N)=O)CC2)c(OC)cc1Cl | -20.0 | -1.7 | -6.0 | 107.5 | -17.7 | 98.5 | 0.0 | -6.0 | 97.5 | -3.0 | -1.0
CS(=O)(=O)N1CCC(C(=O)NCc2ccccc2)CC1 | -2.0 | -1.0 | -1.0 | 105.5 | -8.2 | 107.4 | -4.0 | 0.0 | 102.3 | 0.0 | -2.0
CCn1c2ccccc2c2cc(NC(=O)COC(=O)c3ccccc3Br)ccc21 | -6.0 | -1.6 | -4.0 | 100.0 | 7.2 | 101.6 | -10.0 | -5.0 | 100.5 | -4.0 | -1.0

Single records, as listed above:
Record of CCn1c2ccccc2c2cc(NC(=O)COC(=O)c3ccccc3Br)ccc21 → Bcl-B Bim block: -6.0; Mcl1 Noxa PPI: -1.6; Bim-Bcl-XL: -4.0; RGS7-Gao reg: 100.0; Mcl1-Bid inh: 7.2; RGS4-Gao reg: 101.6; Bim-Bfl-1: -10.0; Bim-Bcl-2: -5.0; RGS8-Gao reg: 100.5; Bim-Mcl-1: -4.0; Bcl-W Bim block: -1.0
Record of NCCNC(=O)Cc1cccc(NC(=O)Cc2ccc(Nc3ncnc4c3ncn4[C@@H]3O[C@H](CO)[C@@H](O)[C@H]3O)cc2)c1 → Bcl-B Bim block: x; Mcl1 Noxa PPI: 11.9; Bim-Bcl-XL: x; RGS7-Gao reg: u; Mcl1-Bid inh: -50.8; RGS4-Gao reg: 99.4; Bim-Bfl-1: x; Bim-Bcl-2: x; RGS8-Gao reg: 95.2; Bim-Mcl-1: x; Bcl-W Bim block: x

Next section.
SMILES | Bcl-B Bim block | Mcl1 Noxa PPI | Bim-Bcl-XL | RGS7-Gao reg | Mcl1-Bid inh | RGS4-Gao reg | Bim-Bfl-1 | Bim-Bcl-2 | RGS8-Gao reg | Bim-Mcl-1 | Bcl-W Bim block
N#Cc1c(N)oc(-c2cccs2)c1-c1cccs1 | -4.0 | 19.8 | -2.0 | 94.7 | -50.5 | 97.3 | -6.0 | -6.0 | 96.0 | 0.0 | 4.0
Cc1cc(C)cc(NC2=NC3(CCCCC3)N=C(N)N2)c1 | -6.0 | -5.5 | -4.0 | 105.4 | -19.3 | 102.9 | -4.0 | -4.0 | 105.4 | -1.0 | -2.0
O=C(CN1C(=O)c2ccccc2S1(=O)=O)NCCC1=CCCCC1 | -16.0 | -8.5 | -3.0 | 89.6 | -9.7 | 85.0 | 3.0 | -4.0 | 98.5 | 5.0 | -2.0
Cc1ccc(-c2nc(C3CCCN(S(=O)(=O)c4ccc(C(F)(F)F)cc4)C3)no2)cc1 (centres undefined) | 1.0 | 8.1 | 1.0 | 103.2 | -1.5 | 104.2 | 0.0 | -1.0 | 99.1 | -1.0 | -2.0
CN(C)C(=O)CSc1cccc2cccnc12 | -4.0 | -10.4 | -5.0 | 98.0 | -4.2 | 98.3 | 0.0 | -3.0 | 98.4 | -3.0 | 1.0
CC(=O)N[C@@H](Cc1ccc(OC(F)(F)F)cc1)C(=O)O | x | -4.4 | x | u | -3.3 | 96.9 | x | x | 99.7 | x | x
O=C(CCc1ccccc1)NCC1OCCc2ccccc21 (centres undefined) | -11.0 | -2.9 | -7.0 | u | -16.3 | 98.2 | -6.0 | -5.0 | 96.0 | -1.0 | -3.0
CC(=O)Nc1nc2ccccc2n1CCOc1ccccc1 | -7.0 | 7.9 | -6.0 | 98.5 | 10.2 | 100.2 | -15.0 | -7.0 | 99.5 | -1.0 | -1.0
CSc1cc(C)nc(NC(C)=O)n1 | -7.0 | 20.0 | 0.0 | 106.5 | -5.6 | 102.3 | -13.0 | -12.0 | 102.2 | -2.0 | 0.0
O=C(Nc1cc(S(=O)(=O)Nc2ccc(Cl)cc2)ccc1O)c1ccc(S(=O)(=O)N2CCCCCC2)cc1 | -42.0 | 26.7 | -7.0 | u | -2.3 | 101.3 | 19.0 | -4.0 | 97.3 | -3.0 | 0.0
CCCc1cc(=O)[nH]c(SCC(=O)N2CCN(S(=O)(=O)c3ccc4ccccc4c3)CC2)n1 | -13.0 | -9.7 | -13.0 | 102.4 | 8.4 | 102.7 | -16.0 | -8.0 | 102.0 | -4.0 | -5.0
O=C(c1cc(C(=O)N2CCOCC2)c2nc3ccccc3n2c1)c1cc(Cl)cc(Cl)c1O | x | 27.2 | x | u | -32.8 | 100.6 | x | x | 100.6 | x | x
COc1ccc(NC2C=CS(=O)(=O)C2)cc1 (centres undefined) | -7.0 | -11.7 | -5.0 | 99.2 | -33.6 | 99.5 | -17.0 | -10.0 | 97.6 | -3.0 | -2.0
CCOC(=O)C(=CNc1ccc(S(N)(=O)=O)cc1)C(=O)OCC | x | -3.0 | x | u | -29.8 | 97.8 | x | x | 96.5 | x | x
Cc1cccc(-c2nc(C#N)c(N3CCCCCC3)o2)c1 | 0.0 | -1.7 | -3.0 | 101.8 | 4.5 | 98.6 | 0.0 | 1.0 | 100.9 | 0.0 | -1.0
COc1ccc(-n2c3c(c(=O)[nH]c2=O)C(NS(=O)(=O)c2ccc(Cl)cc2)(C(F)(F)F)C(=O)N3)cc1 (centres undefined) | x | -51.5 | x | u | -48.8 | 103.0 | x | x | 101.3 | x | x
O=C1COc2ccc(C(=O)COC(=O)C3CC(O)CN3S(=O)(=O)c3ccc(Cl)cc3)cc2N1 (centres undefined) | -4.0 | 11.3 | -1.0 | u | -32.6 | 100.3 | -5.0 | -3.0 | 100.2 | -2.0 | -1.0
CSc1ccccc1C(=O)C1CCCN(C(=O)c2cc(C(C)C)no2)C1 (centres undefined) | -2.0 | 11.1 | -3.0 | 91.9 | -13.4 | 97.2 | -7.0 | -1.0 | 102.8 | 0.0 | -1.0
Cc1cc(C)c[n+](-c2[nH]c(=O)sc2/C=N/NC([S-])=Nc2ccccc2)c1 | -18.0 | 12.9 | -10.0 | 93.4 | -54.5 | 92.1 | -10.0 | -11.0 | 93.7 | -7.0 | -8.0
Cc1[nH]c2ccccc2c(=O)c1CN1CCCCC1 | -9.0 | -8.7 | -4.0 | 97.8 | -8.6 | 97.6 | -8.0 | -4.0 | 99.8 | 0.0 | 0.0
O=C(O)Cc1sc(Nc2ccccc2)nc1-c1ccc(Cl)cc1 | -3.0 | 18.5 | -1.0 | 98.0 | -39.6 | 99.1 | 2.0 | 2.0 | 91.3 | 0.0 | 4.0
CCCCNC(=S)N(C)/N=C/c1ccc(OCc2ccc(C(=O)OC)cc2)c(OC)c1 | -4.0 | 1.4 | -3.0 | 103.7 | -19.8 | 102.0 | -11.0 | -5.0 | 102.3 | 1.0 | -1.0
N#CC(c1ccc(Cl)nn1)c1ccccc1Cl (centres undefined) | -1.0 | 6.5 | 0.0 | 99.5 | 5.5 | 107.3 | 0.0 | -3.0 | 107.2 | 0.0 | -1.0
CCCCn1c(N)c(N(CCC(C)C)C(=O)CSc2nnc(Nc3ccccc3)s2)c(=O)[nH]c1=O | -1.0 | 6.4 | 1.0 | 101.3 | -43.0 | 101.6 | 2.0 | 3.0 | 103.2 | 5.0 | 4.0
COc1ccc(NC2=CC(=S)NC(C)(C)C2)cc1 | x | 19.2 | x | u | -19.1 | 115.6 | x | x | 112.7 | x | x
CC1=C(C(=O)OCc2ccccc2)C(c2ccccn2)c2c(n(C)c(=O)n(C)c2=O)N1 (centres undefined) | -4.0 | 11.4 | -3.0 | 107.8 | -3.1 | 107.3 | -2.0 | -1.0 | 103.3 | -2.0 | -3.0
CCc1ccnc(NC(=O)NS(=O)(=O)c2ccc(C)cc2)c1 | x | 0.7 | x | u | 8.1 | 100.0 | x | x | 100.4 | x | x
CC(=O)c1cccc(NC(=O)N2CCCC2C(=O)Nc2ccc3c(c2)OCCO3)c1 (centres undefined) | 0.0 | -2.4 | 0.0 | 99.9 | -7.3 | 101.0 | -6.0 | 0.0 | 98.3 | 2.0 | -1.0
Cc1nc2c(-c3ccccc3)c(C)nn2c(N)c1-c1ccccc1 | -7.0 | -2.5 | -3.0 | 98.8 | -12.7 | 106.6 | -4.0 | 5.0 | 106.4 | -4.0 | -5.0
CC(C)CCNC(=O)c1ccc2c(c1)N(Cc1ccccc1)C(=O)CS2=O (centres undefined) | -5.0 | 15.3 | -3.0 | 99.5 | -8.0 | 100.1 | -8.0 | -4.0 | 102.3 | 1.0 | -4.0
CC(C)COP(=O)(OCC(C)C)C(O)c1ccc2c(c1)OCO2 (centres undefined) | x | 1.3 | x | u | -32.2 | 105.5 | x | x | 99.8 | x | x
O=C(N/C(=C\c1cccnc1)C(=O)N1CCOCC1)c1ccco1 | -3.0 | 4.3 | 0.0 | 98.4 | -2.1 | 99.1 | -4.0 | -5.0 | 99.8 | 0.0 | 1.0
